# Ecoli viability – bacterial growth inhibition, counter-screen for AddAB inhibitors; E. coli V3065 growth, OD600 absorbance, 18 h; inhibition, % at 11.9 µM; 330,000 tested, 0.27% active;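 active = inhibition above the campaign's mean inhibition across all tested compounds plus 3 SD, cut at about 9.9% in these data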;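 also: uninfected addAB+ strain grown without phage in ampicillin broth; 0% = DMSO wells and 100% = ciprofloxacin 0.95 µg/ml wells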
# CAL PDZ FP-1 – CAL PDZ (human) peptide binding inhibition; purified CAL PDZ, TMR-peptide fluorescence polarization, 1 h; inhibition, % at 24.9 µM; 300,000 tested, 0.92% active; AID 602252;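 active = mean inhibition of at least 30% with at least half of replicates also reaching 30%; inconclusive = no clear call, values can overlap the other calls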;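 also: 0% = DMSO neutral control and 100% = excess unlabeled competitor peptide PRC23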
# MITF TRPM1 HTS – activators of MITF-driven TRPM1 promoter activity in SK-MEL-5 cells | SK-MEL-5 TRPM1-promoter luciferase, 24 h; % of positive control, neutral wells = 0 | activation, % at 12.5 µM | 300,000 tested, 0.75% active;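 active = mean activation of at least 80% with every replicate also reaching 80%; inconclusive = mean reaches 80% but some replicate falls short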;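 also: 0% = neutral control wells and 100% = parthenolide positive control wells; values of inactives mirror those of a sister screen read the other way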
# phage Ecoli inh – E. coli growth loss with phage present; growth absorbance; inhibition, % at 11.9 µM; 360,000 tested, 0.26% active; AID 651602; in the data active = inhibition above about 11%
# AddAB inh – less growth of phage-infected E. coli with AddAB. E. coli expressing H. pylori AddAB, absorbance growth. inhibition, % at 11.9 µM. 330,000 tested, 0.29% active. AID 435030; in the data active = inhibition above about 12%;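 also: 0% = vehicle wells of infected cells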
# Wnt bcat act – activates Wnt/beta-catenin signaling in a reporter cell assay | 300,000 tested, 1.2% active | AID 743398 | activator, plate reader | activation, % at 9.35 µM; in the data active = activation above about 30%, passing the limit was not always enough; inconclusive = no clear call, values can overlap the other calls;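 also: 0% = neutral control wells and 100% = positive control wells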
# CAL PDZ FP-2 – human CAL PDZ-peptide interaction inhibition; AID 504414; inhibition, % at 20 µM; 330,000 tested, 0.02% active; purified CAL PDZ, TMR-peptide fluorescence polarization, 1 h; Q9HD26;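 active = highest replicate inhibition of at least 40%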;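 also: plate controls were DMSO neutral control wells for no effect and unlabeled competitor peptide control wells for full effect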
#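 Test system: purified CerCALP PDZ construct; Compound dosing: one concentration, 20 µM compound; Also added: TMR-labelled reporter peptide T*-PRC34 bound in PDZ groove; Read-out: inhibition from polarization loss; Controls: unlabelled peptide and DMSO controls; Signal: FP readout, S and P plane fluorescence; Incubation: 1 h at RT.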
# Tat transport – inhibitors of E. coli Tat protein transport | E. coli MC4100 TorA-mCherry Tat export, fluorescence | inhibition, % at 10 µM | 340,000 tested, 0.036% active | AID 488895;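 active = mean replicate inhibition at least 50% and at least half of replicates individually reaching 50%; inconclusive = only one of the two criteria met; inactive = neither criterion met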;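 also: exported cargo escapes ClpAP degradation while cytoplasmic cargo is degraded and loses fluorescence; 0% = median of neutral control wells and 100% = median of NaSCN control wells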
# SR-BI DiI-HDL act – activators of SR-BI mediated HDL lipid uptake; 320,000 tested, 0.096% active; AID 504775; CHO ldlA[mSR-BI] cells, DiI-HDL uptake fluorescence, 3 h; 100 = double the neutral-control signal; activation, % at 12.5 µM;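 active = mean replicate activation of at least 60% and every replicate at or above 60%; inconclusive = mean or all-replicate condition met, but not both; inactive = mean below 60% and not all replicates reaching 60%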;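 also: 0% = median plate neutral-control signal and 100% = twice that signal; values of inactives mirror those of a sister screen read the other way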
#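 Test system: SR-BI-overexpressing, LDLR-lacking CHO cells; Also added: labelled HDL, 10 µg/mL; Measured by: bottom-read cell fluorescence after medium removal, ex 550/em 595 nm; Timing: 3 h uptake period with compound, 37 °C; Buffer or medium: F12, 0.5% BSA, 25 mM HEPES; Doses: single compound concentration, delivered by pin transfer.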
# SR-BI HDL uptake – inhibitors of mouse SR-BI mediated HDL lipid uptake; inhibition, % at 12.5 µM; ldlA[mSR-BI] CHO cells, DiI-HDL uptake fluorescence, 3 h; AID 488896; 320,000 tested, 0.96% active;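 active = mean replicate inhibition of at least 70% and a set share of replicates each scoring 70 or more; inconclusive = meets just one of the two criteria; inactive = fails both criteria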;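 also: 0% = median of neutral control wells and 100% = median of positive control wells; values of inactives mirror those of a sister screen read the other way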
# Target sequence (Q61009 whole entry, looked up): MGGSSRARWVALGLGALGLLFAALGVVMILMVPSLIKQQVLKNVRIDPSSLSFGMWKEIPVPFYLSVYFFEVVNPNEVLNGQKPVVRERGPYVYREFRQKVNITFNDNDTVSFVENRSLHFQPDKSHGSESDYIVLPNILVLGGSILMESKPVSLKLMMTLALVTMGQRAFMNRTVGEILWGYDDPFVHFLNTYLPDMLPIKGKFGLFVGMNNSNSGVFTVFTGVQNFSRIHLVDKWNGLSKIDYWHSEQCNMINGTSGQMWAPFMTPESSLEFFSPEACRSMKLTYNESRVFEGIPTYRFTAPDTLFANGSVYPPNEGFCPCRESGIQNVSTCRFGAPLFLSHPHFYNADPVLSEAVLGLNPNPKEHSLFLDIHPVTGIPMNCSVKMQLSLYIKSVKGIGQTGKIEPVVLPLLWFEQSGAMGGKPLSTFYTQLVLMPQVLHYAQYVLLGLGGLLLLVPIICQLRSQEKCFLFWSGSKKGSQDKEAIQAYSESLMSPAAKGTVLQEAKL
# An asterisk follows results filed as active; u = inconclusive; x = not tested or not shown.
SMILES	Wnt bcat act	phage Ecoli inh	MITF TRPM1 HTS	Ecoli viability	CAL PDZ FP-2	SR-BI DiI-HDL act	SR-BI HDL uptake	CAL PDZ FP-1	AddAB inh	Tat transport
COc1ccc(OC)c(C2CC(=O)N3CN(c4cccc(Cl)c4)CSC3=C2C#N)c1 (centres undefined)	1	2.4	x	0.6	-0.8	31	-31	x	1.2	-4
O=C(CSc1nc2ccccc2c(=O)n1-c1ccc(Cl)cc1)c1ccco1	-1	0.7	x	-0.7	-0.1	-9	9	-4	3.3	-7
CC(=O)Nc1ccnn1C1CCN(C(=O)c2cccc(C)c2C)CC1	1	3.0	-7	-4.6	-0.8	-2	2	-1	2.5	1
Cc1ccc(/C=C/C(=O)c2ccc(O)cc2)cc1	0	-0.6	73	-2.1	-3.2	x	x	-7	0.5	4
CC(Oc1ccccc1)C(=O)Nc1ccc(S(=O)(=O)N2CCOCC2)cc1 (centres undefined)	-3	0.5	0	-4.1	-2.2	-10	10	-3	1.3	1
CCCCn1c(N)c(N(CC)C(=O)CCNC(=O)NC23CC4CC(CC(C4)C2)C3)c(=O)[nH]c1=O	2	-0.6	-7	-0.5	-0.9	11	-11	-1	-0.8	4
COc1ccc(N(CC(=O)NC(C)(C)C)S(=O)(=O)c2ccccc2)cc1OC	-2	0.5	6	-0.2	-0.6	21	-21	5	0.8	11
CC(=O)c1ccc(NC(=O)c2ccc(NC(=O)CCS(=O)(=O)c3cccs3)cc2)cc1	-1	-0.6	40	-1.0	-0.6	-66	66	-6	2.0	0
O=C(Nc1ccn(CC(=O)N2CCN(c3ccccn3)CC2)c(=O)n1)OCc1ccccc1	-8	2.7	3	1.8	-0.3	-18	18	19	-0.3	-7
CCCc1cc(=O)n2nc(N3CCC(C(=O)N4CCN(c5ccc(OC)cc5)CC4)CC3)sc2n1	-8	2.3	-15	0.3	-2.3	-37	37	-2	2.1	-2
CC(C)Cn1c(N)c(C(=O)COC(=O)c2cc(C3CC3)nc3ccccc23)c(=O)n(C)c1=O	-5	2.1	x	-0.7	x	x	x	x	0.0	x
CCOc1cc(N2CCOCC2)c(OCC)cc1NC(=O)CN1C(=O)NC2(CCCCCCC2)C1=O	0	1.8	-8	-0.7	0.1	-30	30	3	0.4	11
Cc1cc(NC(c2ccc(Cl)cc2)c2ccc3cccnc3c2O)no1 (centres undefined)	-2	23*	-78	33*	-0.9	-49	49	-2	25*	-1
CC1CN(C(=O)c2cnn3c(C(F)F)cc(-c4ccccc4)nc23)CC(C)O1 (centres undefined)	x	1.1	x	-1.2	0.1	-5	5	-2	-3.0	-2
CSc1ccc(CN(C)C(=O)c2cc3ccccc3o2)cc1	-1	3.0	58	-0.6	-1.6	-12	12	x	0.9	5
CC1=NN(c2ccccc2)C(=O)/C1=C/c1cc(C)n(C2CC2)c1C	15	4.0	71	1.8	-0.1	-72	72*	-1	2.4	7
CCOc1cccc(=O)c2c(C)n(-c3ccc(C(=O)O)cc3)c(C)c12	2	-1.8	-7	0.7	0.5	9	-9	-4	-0.6	u
CCc1ccc(NC(=O)CCCN2C(=O)C3CC=CCC3C2=O)cc1 (centres undefined)	11	0.6	3	2.3	-0.2	2	-2	-3	0.4	0
CCOc1ccc(Nc2nc(Nc3ccc(O)cc3)nc(C)c2[N+](=O)[O-])cc1	-1	5.4	-11	0.6	-2.4	-65	65	2	0.5	-1
COC(=O)c1nonc1NCn1nnc2ccccc21	x	1.4	3	0.2	x	24	-24	-4	0.2	-8
COc1cccc(N(CC(=O)NCCSCc2ccco2)S(=O)(=O)c2ccccc2)c1	-1	-1.4	-4	0.2	-0.4	3	-3	-2	2.5	7
CCCn1c(N)c(N(CCOC)C(=O)CCC2CCCCC2)c(=O)[nH]c1=O	1	2.2	0	-0.7	-2.1	16	-16	-4	-0.1	4
CN(C(=O)c1ccccc1)c1ccc(OCC(=O)NC2CCS(=O)(=O)C2)cc1 (centres undefined)	6	-0.3	-2	0.9	-2.1	1	-1	0	2.5	-1
CCCCS(=O)(=O)Nc1ccc2ncn(C)c(=O)c2c1	-3	3.1	-6	-0.6	-2.7	39	-39	-1	-0.5	1
CCOc1ccc2[nH]c(=O)c(CN(Cc3ccccc3OC)C(=O)c3ccccc3)cc2c1	x	3.4	-34	-0.7	x	-24	24	4	1.6	-10
O=C(CSc1nccc(=O)[nH]1)NCc1ccc(Cl)cc1	-2	1.4	3	1.5	0.1	12	-12	x	1.0	6
Cc1c(N=Nc2ccc(N(C)C)cc2)c(=O)n(-c2ccccc2)n1C	29	-1.5	24	x	-0.2	-5	5	1	x	-6
Cc1ccc(NC(=O)c2cccc(NC(=O)CC3SC(N4CCCCC4)=NC3=O)c2)nc1 (centres undefined)	4	3.2	-1	0.1	-1.9	-46	46	0	0.3	-1
CN(C)CCCN(C(=O)c1ccc(S(=O)(=O)N(C)C2CCCCC2)cc1)c1nc2ccc(Br)cc2s1	-4	3.3	13	2.7	-2.2	1	-1	-8	2.5	12
COc1cccc(NC(=O)Cn2c3ccc(F)cc3c3nc4n(c(=O)c32)CCS4)c1	1	1.5	-6	-1.7	-2.1	-29	29	-4	2.0	0
COc1ccc(Cn2c(SCc3ccccc3C)nc3cc(OC)c(OC)cc3c2=N)cc1	x	4.2	x	-1.7	-4.2	4	-4	6	0.8	0
Cc1occc1C(=O)NNC(=O)c1nn(C)c(=O)c2ccccc12	0	7.9	-1	0.4	-2.8	11	-11	-1	0.6	0
Cc1ccc(CNC(=O)c2nnn(-c3cccc(C)c3)c2N)cc1	4	-1.3	x	-0.5	x	9	-9	-4	4.5	3
CN(C1CCCC1)C1CCN(C(=O)CNC(=O)/C=C/c2ccc(F)cc2)CC1	0	3.9	3	1.3	0.4	1	-1	x	2.3	-1
O=C(Nc1ccccc1OC(F)F)c1cc2c(s1)CCC2	x	4.0	33	-0.4	-3.1	-38	38	-1	5.2	-1
CCOC(=O)C1CCN(C(=O)COC(=O)Cc2ccc(Cl)cc2)CC1	-1	4.6	27	1.3	0.0	6	-6	2	1.1	7
CSc1nnc(Cn2c(=O)sc3ccccc32)n1-c1ccccc1C	-1	1.2	-7	1.5	0.4	8	-8	1	1.6	-1
CC12C=CC3(O1)C(C(=O)N(c1ccccc1)C3C(=O)NC1CCCC1)C2C(N)=O (centres undefined)	-2	1.6	7	-1.8	0.2	3	-3	0	2.9	0
C=CCn1c(SCC(=O)NCc2ccccc2)nnc1-c1cc(Br)ccc1O	x	2.0	-12	-3.3	-1.5	10	-10	x	0.3	-11
Cc1cccc(CN2C(=O)[C@H]3Cc4c([nH]c5ccccc45)C(C)(C)N3C2=O)c1	-1	4.3	-19	-0.5	-1.0	-63	63	-3	1.6	-7
COc1ccccc1NS(=O)(=O)c1ccc(C)c(C(=O)N2CCN(c3ccc(O)cc3)CC2)c1	1	-0.8	-4	1.1	-0.9	1	-1	-14	-3.2	10
CC(OC(=O)c1ccc(C(C)(C)C)cc1)C(=O)NC1CCCCC1C (centres undefined)	-1	-0.6	4	1.3	0.6	23	-23	0	0.4	16
COc1ccc(C2=NS(=O)(=O)N(C)C(C(=O)NC3CCCCC3)=C2)cc1	1	2.1	x	-1.7	-1.0	-12	12	x	-2.2	3
Nc1c(C(=O)Nc2ccccc2)sc2ncc([N+](=O)[O-])cc12	20	1.4	x	2.3	x	x	x	x	-0.5	x
CCN(CC)C(=O)CSc1nnc(-c2ccc(F)cc2)n1N	x	-1.8	1	-2.3	-0.4	19	-19	-5	1.1	-3
COc1ccc(C(=O)N2CCCC(Nc3ccc(F)cc3)C2)c(OC)c1 (centres undefined)	-3	-1.6	-20	-3.9	1.0	18	-18	-2	-2.4	-2
COc1ccc(-n2nnnc2SCC(=O)NC2CCCC2)cc1OC	0	-0.9	-14	-1.9	-1.2	x	x	2	-0.7	-3
O=C(N/C(=C/c1ccco1)C(=O)N1CCCCCC1)c1ccccc1	-1	1.2	-13	-4.2	0.1	x	x	1	1.6	-6
Cc1cc(N2CCOCC2)nc(NCc2ccccc2)n1	1	6.1	2	-1.1	-3.7	30	-30	-2	6.0	-1
Cc1cccc(NC(=O)c2ccc(C3SCC(=O)N3CCc3ccccc3)cc2)c1 (centres undefined)	-3	3.7	-1	-0.9	0.0	-42	42	2	0.9	7

# Later entries:
SMILES	Wnt bcat act	phage Ecoli inh	MITF TRPM1 HTS	Ecoli viability	CAL PDZ FP-2	SR-BI DiI-HDL act	SR-BI HDL uptake	CAL PDZ FP-1	AddAB inh	Tat transport
O=C(CCn1c(=O)[nH]c2ccccc2c1=O)NCCSCc1ccccc1	0	-0.5	8	-0.8	-0.5	11	-11	-3	-0.2	3
Cc1cccc(-c2nnc(SCC(=O)c3ccc(O)cc3O)n2C)c1	1	1.1	11	-1.5	-0.8	x	x	x	1.0	1
O=C(O)CCSc1ccc([N+](=O)[O-])cc1[N+](=O)[O-]	-1	4.3	-6	1.1	0.2	11	-11	5	4.8	-1
O=S(=O)(c1ccc(N2CCN(Cc3ccccc3)CC2)nc1)N1CCCC1	2	6.1	-5	1.6	-0.6	18	-18	-2	3.2	1
COc1ccccc1NC(=O)NC1(C(=O)NCC2CCCO2)CCCCC1 (centres undefined)	-3	2.4	0	-1.8	-1.6	x	x	x	2.8	-5
COC(=O)c1cc(OC)c(OC)cc1NC(=O)c1cc(-c2ccccc2)nc2ccccc12	x	2.4	-8	0.4	-0.2	-14	14	-9	2.1	-3
C[C@H]1COC(=O)[C@H](CC(=O)OC(C)(C)C)C/C=C\C[C@@H](CC(=O)NCCO)C(=O)N1	2	0.9	4	0.4	0.1	36	-36	-3	1.8	-3
CCOC(=O)c1ccc(NC(=O)[C@@H](NC(N)=O)C(C)C)cc1	3	2.6	9	-0.6	-0.7	x	x	6	1.7	-10
COc1cccc(OCc2cc(C(=O)N3CCNC(=O)C3Cc3ccccc3)no2)c1 (centres undefined)	7	0.1	58	-2.8	-0.5	0	0	-1	0.6	4
Cc1ccc2cc(NC(=O)c3ccccc3C)ccc2n1	0	4.5	100*	0.9	-3.0	-15	15	-7	4.0	-2
COCc1ccc(C(=O)N2CCCC(Nc3ccc(F)c(F)c3)C2)s1 (centres undefined)	-5	1.2	-11	0.3	-0.9	11	-11	16	0.1	-1
O=C(c1ccc2ccccc2c1)N1CCN(c2ccccc2)CC1	-1	4.4	-3	-0.7	-0.6	-18	18	0	1.4	-2
